High-throughput results as filed in PubChem.
TIM10 inh = TIM10 yeast growth inhibition | inhibition, % at 10 µM | S. cerevisiae TIM10 strain growth, BacTiter-Glo luminescence, 24 h | AID 463195 | 330,000 compounds, 1.4% hits;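 active = inhibition of 40% or more at the single tested concentration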;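 note: wild-type TIM10 isogenic control strain grown at permissive 25 °C; 0% = DMSO yeast wells and 100% = minimal medium wells without yeast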
MPTP block = inhibitors of mitochondrial permeability transition pore | isolated mouse mitochondria, Ca2+ swelling absorbance, 30 min | inhibition, % at 10 µM | 360,000 compounds, 1.4% hits | AID 602449;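 active = inhibition of 50% or more, scaled per plate between neutral and stimulator controls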;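 note: 0% = DMSO wells given calcium and 100% = 1 mM EGTA wells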
MIN6 prolif = induces beta-cell replication in MIN6 cells; MIN6 cells proliferation, ATPlite luminescence, 48 h; cells starved in 0.2% serum; 100% = growth in 10% serum; proliferation, % at 10 µM; 330,000 compounds, 0.29% hits;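 active = compounds whose signal lies at least 3.5 SD above the mean of all wells on their plate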;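 note: 0% = DMSO-treated cells in low-serum medium and 100% = 10% serum control; some compounds called inactive have numbers as strong as hits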
APJ antagonist = APJ receptor antagonism; P35414; CHO-K1 APJ beta-arrestin complementation, luminescence; inhibition, % at 20 µM; 330,000 compounds, 0.32% hits; AID 2521;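 active = inhibition above about 40% at 20 µM, limit read from the data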;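 note: cells challenged with 10 nM apelin-13 agonist together with compound; plate controls were apelin-13 plus DMSO wells for no effect and DMSO wells lacking apelin-13 for full effect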
Target sequence (P35414 whole entry, looked up): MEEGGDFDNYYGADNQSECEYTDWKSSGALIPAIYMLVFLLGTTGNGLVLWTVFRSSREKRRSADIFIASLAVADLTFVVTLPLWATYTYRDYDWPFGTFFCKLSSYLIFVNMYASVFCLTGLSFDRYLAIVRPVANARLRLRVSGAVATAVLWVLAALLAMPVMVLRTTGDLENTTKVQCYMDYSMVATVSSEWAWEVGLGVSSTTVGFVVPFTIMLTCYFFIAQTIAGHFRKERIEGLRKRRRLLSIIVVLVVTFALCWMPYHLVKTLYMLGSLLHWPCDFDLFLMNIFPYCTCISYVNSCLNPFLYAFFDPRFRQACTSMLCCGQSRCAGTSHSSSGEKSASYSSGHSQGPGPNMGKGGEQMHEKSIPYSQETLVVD
NR3A LBD binder = modulators (binders) of human NR3A ligand-binding domain; 340,000 compounds, 2.5% hits; Tm shift relative to glycine control, % at 25 µM; NR3A LBD differential scanning fluorimetry, Tm shift; 0% = protein alone, 100% = glycine-bound protein;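 active = melting temperature shift of at least 10% of the positive control shift, at one fixed dose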
tim23-1 inh = growth inhibitors of tim23-1 mutant yeast | S. cerevisiae tim23-1 growth, BacTiter-Glo luminescence, 24 h | inhibition, % at 20 µM | 330,000 compounds, 1.3% hits;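 active = growth inhibition of the mutant yeast at or above 50%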;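 note: temperature-sensitive mutant grown at 25 °C; plate controls were DMSO-treated mutant yeast for no effect and medium wells lacking yeast for full effect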
NLRP3 yeast inh = NALP3 inhibition in yeast | Yeast reconstituted NLRP3/ASC/caspase-1, beta-gal luminescence, 24 h | inhibition, % at 10 µM | 330,000 compounds, 0.39% hits | AID 2825;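 active = inhibition of 50% or more; inactive = inhibition below 50%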;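 note: plate controls were induced DMSO wells for no effect and uninduced yeast grown without galactose for full effect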
APJ ag = activates the human apelin receptor APJ | P35414 | AID 2520 | 330,000 compounds, 0.11% hits | activation, % at 20 µM | CHO-K1 APJ PathHunter beta-arrestin, luminescence; 0% DMSO wells, 100% apelin;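 active = activation more than six SD over the plate average, tested at 20 µM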;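 note: 0% = DMSO alone and 100% = apelin-13 at 10 nM; some results filed as inactive read as strong as hits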
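Test system: CHO-K1 APJ beta-arrestin complementation cell line. Amount: cell density 1000 per well. Controls: DMSO negative, 10 nM Apelin-13 positive. Signal: luminescent beta-gal fragment complementation, chemiluminescent substrate. Read-out basis: agonist-driven arrestin binding to APJ. Timing: compound stimulation 90 min at 25 °C, detection 60 min.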
tim10-1 inh = tim10-1 yeast growth inhibition | inhibition, % at 20 µM | 330,000 compounds, 2.2% hits | AID 463190 | S. cerevisiae tim10-1 ts strain growth, BacTiter-Glo, 24 h;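 active = inhibition of at least 40%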;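 note: mutant grown at 25 °C; 0% = DMSO wells with yeast and 100% = wells holding no yeast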
The depositor's hits bear a star; · = no result given.

cpd | SMILES | tim23-1 inh | NR3A LBD binder | APJ antagonist | TIM10 inh | NLRP3 yeast inh | MPTP block | MIN6 prolif | APJ ag | tim10-1 inh
1 | CS(=O)(=O)N1CCC(C(=O)NCCc2ccccc2)CC1 | -6 | 2 | 10 | -5 | 16 | 0.2 | 1 | -3 | -15
2 | Cc1ccccc1Cn1ccc(NC(=O)c2nc3ncccn3n2)n1 | 19 | 0 | 7 | -3 | 25 | 0.0 | 2 | 0 | 5
3 | CCC(=O)Nc1ccc(S(=O)(=O)NCc2ccco2)cc1 | 6 | 1 | 3 | 8 | 4 | 11 | -4 | -2 | 0
4 | CC(=O)N1CCN(C(=O)c2cc(S(=O)(=O)N(C)Cc3ccccc3)ccc2Cl)CC1 | 13 | 2 | 18 | 7 | 8 | -0.9 | -1 | -3 | 11
5 | Cc1ccc(S(=O)(=O)N2CCCC2CNC(=O)C(=O)NCc2ccccn2)cc1 (stereo not drawn) | 9 | -1 | 12 | -3 | 20 | -0.6 | -3 | -1 | 18
6 | CCOC(=O)N1CCN(c2c(NCc3ccc(Cl)cc3)c(=O)c2=O)CC1 | -7 | 2 | 12 | -10 | 10 | -0.7 | -5 | -2 | -9
7 | Cc1cccc(N(C(=O)c2csnn2)C(C(=O)NC2CCCCC2)c2ccccn2)c1C (stereo not drawn) | 20 | -5 | 6 | -7 | 13 | 0.8 | -1 | -1 | 14
8 | CCCCc1c(C)nc2ccc(OC)cc2c1SCCC(=O)O | 18 | 0 | -3 | 16 | 9 | 2.4 | -3 | -4 | 5
9 | CCOc1ccc(Br)cc1C(=O)N/N=C/c1ccc([N+](=O)[O-])cc1 | -46 | -1 | -29 | -27 | 25 | 2.1 | -3 | 1 | -42
10 | O=C(NCC1CC1)c1ccc(Oc2cc(Cl)cc(Cl)c2)o1 | 30 | -3 | -6 | -2 | 39 | 5.5 | -1 | -3 | 26
11 | OCCC1CN(Cc2ccc3c(c2)CCO3)CCN1Cc1ccc(F)cc1 (stereo not drawn) | 5 | 2 | -3 | 2 | 19 | -0.7 | -2 | -5 | 7
12 | O=C(N/N=C/C1C(c2ccccc2)C1(Cl)Cl)c1cccc(Br)c1 (stereo not drawn) | 31 | -2 | -59 | 17 | 8 | 2.0 | 0 | 6 | 29
13 | O=C(NCc1nnnn1-c1ccc(F)c(F)c1)c1cc2ccccc2o1 | -15 | 0 | -53 | -3 | 13 | -2.4 | 1 | 4 | -7
14 | O=C(O)CN(Cc1ccccc1)S(=O)(=O)c1ccc(F)cc1 | 3 | 3 | 10 | 8 | -6 | 0.4 | 0 | -3 | 6
15 | Cc1cnc(C(=O)Nc2ccc(C(C)C)cc2)cn1 | 17 | 0 | 7 | -38 | 13 | -1.0 | -4 | 1 | 25
16 | COc1ccc(/C=C/C(=O)Nc2sc(Cc3ccccc3)c(C)c2C(N)=O)cc1 | -9 | 2 | -8 | -21 | 10 | 2.5 | 0 | 7 | 5
17 | Cc1ccccc1-c1coc2cc(O)ccc2c1=O | 30 | -1 | 0 | 12 | 20 | -1.4 | -3 | 1 | 37
18 | CCCc1cc(=O)oc2cc(OCC(=O)NCCCn3ccnc3)ccc12 | 0 | -2 | 1 | 5 | 2 | 0.3 | 0 | 10 | -10
19 | CC(=O)OCCN(Cc1ccccc1)Cc1ccc2c(c1)OCO2 | 17 | -3 | 6 | -1 | 2 | -1.2 | -2 | -5 | 2
20 | O=C(O)CSc1c(-c2cccs2)[nH]c2ccccc12 | 27 | -1 | 5 | 3 | 8 | -1.9 | 1 | 0 | 20
21 | CCc1c(C)nc(SCc2cccnc2)[nH]c1=O | -3 | 2 | 16 | 7 | 2 | -0.7 | -3 | -1 | 4
22 | COCn1c(=O)c2c(nc(SC3=NCCS3)n2Cc2ccccc2C)n(COC)c1=O | 40 | -4 | 12 | 43* | 2 | 1.5 | -2 | -3 | 47*
23 | Cc1ccc(/C=N/N=C2\SCC(=O)N2CC2CC2)cc1 | -7 | -2 | -10 | -19 | 35 | 0.4 | -1 | 4 | -4
24 | COc1cccc2cc(/C(C)=N/NC(=O)c3ccco3)oc12 | 27 | -2 | -4 | 7 | 6 | -2.4 | 0 | -3 | -39
25 | CC(C)n1cc(/C=C2/SC(=O)N(CC(=O)N3CCCC3)C2=O)c2ccccc21 | 10 | -1 | 0 | 11 | 7 | -0.5 | 2 | -2 | 12
26 | O=C1C2CCCN2C(=O)N1CCCN1CCN(c2cccc(Br)c2)CC1 (stereo not drawn) | 13 | 1 | 9 | 3 | 15 | -1.6 | -4 | 0 | 27
27 | CCOC(=O)c1nn(-c2c(C)n(C)n(-c3ccccc3)c2=O)cc1O | 0 | 1 | 25 | 0 | -10 | 0.6 | 0 | -1 | -21
28 | COC(=O)COc1ccc(C(=O)OC)cc1 | -6 | 4 | 10 | 7 | 6 | 0.0 | -3 | -1 | 14
29 | CC(c1ccco1)N(C(=O)C12CC3CC(CC(C)(C3)C1)C2)c1ccccn1 (stereo not drawn) | 35 | -7 | -21 | 0 | 8 | -1.7 | -1 | -1 | 35
30 | CCOc1ccc(NC(=O)Nc2cc(C)ccc2F)cc1 | 23 | -4 | -7 | 14 | 10 | 9.5 | 3 | -1 | 29

Entries 12 through 13 of the list above:
cpd | SMILES | tim23-1 inh | NR3A LBD binder | APJ antagonist | TIM10 inh | NLRP3 yeast inh | MPTP block | MIN6 prolif | APJ ag | tim10-1 inh
12 | O=C(N/N=C/C1C(c2ccccc2)C1(Cl)Cl)c1cccc(Br)c1 (stereo not drawn) | 31 | -2 | -59 | 17 | 8 | 2.0 | 0 | 6 | 29
13 | O=C(NCc1nnnn1-c1ccc(F)c(F)c1)c1cc2ccccc2o1 | -15 | 0 | -53 | -3 | 13 | -2.4 | 1 | 4 | -7

(list continues)
cpd | SMILES | tim23-1 inh | NR3A LBD binder | APJ antagonist | TIM10 inh | NLRP3 yeast inh | MPTP block | MIN6 prolif | APJ ag | tim10-1 inh
31 | Nc1nc(NC(=O)/C=C/c2ccc(F)cc2)nn1-c1ccccc1 | 7 | -28 | 10 | 12 | 9 | 13 | -1 | -2 | 9
32 | Cc1c(C(=O)NC(C)C)oc2c1-c1[nH]ncc1CC2 | -2 | 5 | -14 | -8 | 13 | -1.5 | -1 | -2 | -4
33 | Cc1ccc(S(=O)(=O)N(C)C[C@@H]2Oc3c(NC(=O)C4CC4)cccc3C(=O)N([C@@H](C)CO)C[C@@H]2C)cc1 | 12 | 0 | -2 | 5 | 2 | 3.0 | 1 | -4 | 4
34 | O=C1CC(=O)N(CCc2ccc(F)cc2)C(=O)N1 | 13 | 0 | -7 | 8 | -2 | -0.5 | -1 | 1 | 16
35 | CCn1cnc2cc([N+](=O)[O-])ccc21 | 12 | 2 | 7 | -5 | 14 | -1.3 | -3 | 2 | 7
36 | CCOc1ccc(C(=O)Nc2ccc(-c3nc4ccccc4[nH]3)cc2)cc1[N+](=O)[O-] | 5 | 212* | 3 | 0 | 22 | 2.9 | 0 | -2 | 10
37 | CCOC(=O)c1sc(NC(=O)C(C)C)c(C#N)c1C | 13 | -2 | -21 | 10 | 14 | 3.8 | -1 | -3 | 37
38 | CC1(C)NC(=O)N(CC(=O)O)C1=O | -1 | 0 | -13 | -28 | 4 | 0.6 | 2 | 1 | 19
39 | O=C(N/N=C/c1cc([N+](=O)[O-])ccc1O)c1cc(-c2ccccc2)nc2ccccc12 | 58* | 21* | 11 | 36 | 13 | 98* | 0 | 0 | 39
40 | CCOc1ccc(CCNC(=O)COC(=O)Cn2nc(C)c([N+](=O)[O-])c2C)cc1OCC | -18 | 0 | 0 | 3 | 11 | -0.6 | -1 | -6 | -1
41 | Nc1nc(SCC(=O)NNc2c(Cl)cc(Cl)cc2Cl)n[nH]1 | 14 | -3 | -15 | -4 | 3 | -1.2 | -2 | -3 | 5
42 | COc1ccc([N+](=O)[O-])cc1NC(=O)C(C)OC(=O)c1cccnc1Cl (stereo not drawn) | -6 | 6 | 7 | -29 | 1 | -1.2 | 3 | -1 | 2
43 | Cc1ccc(C(=O)OCC(=O)Nc2ccccc2Sc2ccccc2)cc1C | 9 | 0 | -16 | -2 | 26 | -0.1 | 0 | 6 | 4
44 | CCc1nnc(NC(=O)CC(C)c2ccccc2)s1 (stereo not drawn) | 10 | 2 | -3 | -2 | 5 | 0.7 | 1 | -3 | -8
45 | COCCCNC(=O)CCCn1c(=O)c2ccccc2n(CC(=O)Nc2c(C)cc(C)cc2C)c1=O | 8 | 2 | -13 | 6 | 13 | 3.1 | 0 | 1 | -5
46 | CN1C(=O)/C(=C/c2ccccc2OCc2ccccc2)NC1=S | 0 | -8 | 14 | 15 | 19 | 0.8 | 0 | -3 | 20
47 | CCCCCC(=O)Nc1nc(C)c(-c2csc(Nc3ccccc3OCC)n2)s1 | -3 | 1 | 22 | 3 | 23 | -0.8 | -1 | 10 | 12
48 | Cc1cccc(CC(=O)NCCn2c(C)cc3ccccc32)c1 | 20 | -8 | 6 | 1 | 4 | -1.2 | -6 | 4 | 16
49 | COc1ccc(OCC(=O)N2CCN(C(=O)c3ccc([N+](=O)[O-])cc3)CC2)cc1 | -1 | 0 | 6 | 2 | 7 | 2.2 | 0 | 0 | 5
50 | CC1CCN(C(=O)COC(=O)c2cc(Cl)c3c(c2)OCO3)CC1 | 34 | 1 | -28 | 7 | 35 | -1.8 | 0 | 0 | -26
51 | C=CC(=O)NCC1OCCc2ccccc21 (stereo not drawn) | 8 | -3 | -4 | 11 | -5 | -0.5 | 0 | -1 | 9
52 | COc1cccc(/C=N/NC(=O)CNC(=O)c2ccc3c(c2)OCCO3)c1O | 10 | 1 | 3 | 15 | 7 | 0.1 | 0 | -2 | 18
53 | CC(=O)N1CCOc2ccc(S(=O)(=O)NC(C)c3ccccc3)cc21 (stereo not drawn) | -6 | 0 | -17 | -9 | 4 | -0.5 | 2 | -1 | 12
54 | COc1cc(/C=C2\SC(=S)N(C(C(=O)O)c3ccccc3)C2=O)ccc1O (stereo not drawn) | 20 | 2 | 50* | 10 | 17 | 7.5 | -1 | -10 | 8
55 | CCOc1ccc(CCNC(=O)c2cc(-c3ccccc3)c(N3CCOCC3)s2)cc1OCC | 11 | -1 | 8 | 0 | 14 | -1.6 | -5 | 4 | 31
56 | Cc1ccc(NC(=O)COC(=O)CC2CCCC2)cc1Cl | 31 | · | 9 | 26 | 1 | 4.7 | -1 | -4 | 8
57 | O=C(CN(Cc1ccco1)C(=O)CCC(=O)Nc1nccs1)NCc1ccccc1 | 2 | -5 | 10 | 10 | 6 | -1.3 | -2 | -2 | 10
58 | CCC(=O)Nc1ccc(Cl)c(NC(=O)c2c(OC)cccc2OC)c1 | 8 | -4 | 3 | 10 | -5 | -0.3 | -3 | -3 | 14
59 | CCC(Oc1ccccc1)C(=O)Nc1ccccc1N1CCCCC1 (stereo not drawn) | 20 | 5 | 24 | -23 | 13 | -2.3 | -7 | -6 | -6
60 | CCOC(=O)C1=NN(C(=O)Cc2ccccc2)C(O)(c2ccc(Cl)cc2)C1 (stereo not drawn) | 43 | -3 | -5 | 24 | 8 | -0.2 | 0 | 1 | 42*
61 | O=C(Nc1nc2n(n1)C(c1ccccc1)CC(c1ccc(Cl)cc1)N2)c1ccco1 (stereo not drawn) | 20 | 1 | 3 | -11 | 4 | -0.1 | -2 | -2 | 12
62 | COc1ccc(C(=O)Nc2ccc(OCC(F)(F)C(F)F)c(C(F)(F)F)c2)cc1OC | 45 | 18* | -7 | 45* | 5 | 0.9 | -4 | 4 | 37
63 | CC(=O)N(Cc1ccco1)Cc1cc2cccc(C)c2n2nnnc12 | 36 | · | -15 | 25 | 9 | · | -2 | -2 | 19
64 | O=c1cc(O)c2c(=O)[nH]c(=O)n(-c3ccccc3)c2[nH]1 | -2 | 1 | 4 | -7 | 4 | 0.2 | 1 | 0 | -13
